Compound activity (PubChem BioAssay)
D2 antag: antagonists of human D2 dopamine receptor | HEK293 TREx D2 cells, calcium flux, dopamine EC80 | inhibition, % at 10 µM | AID 485344 | 340,000 compounds, 2% hits | P14416; in the data active = inhibition above about 30%; note: 0% is about no effect
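HEK293 T-REx D2 cells, tet-induced, calcium dye no-wash. Cpd pintool add, 180 s kinetic, then EC80 DA, 180 s kinetic. Ca flux read.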
Pin1 inh: human Pin1 inhibition; Pin1 FP peptide displacement, HiFluor488, 10 min; AID 504891; 390,000 compounds, 0.009% hits; Potency, µM (doses to about 115 µM), inactives show at the highest dose activity, negative = inhibition, hits mostly inhibitors; Q13526; active = well fitted inhibition curve with a large enough effect in the polarisation, with a control signal flat, not every such curve was filed as active; inconclusive = small, poorly fitted or top-dose-only effect, or effect the other way, or a change in a side signal; inactive = no such curve, though single readings can be large or run the other way; the % refers to the polarisation; note: potency is the fitted concentration of half-maximal effect; % is set by controls: 0 for no effect and ±100 for the full control effect
Target sequence (Q13526 whole entry, looked up): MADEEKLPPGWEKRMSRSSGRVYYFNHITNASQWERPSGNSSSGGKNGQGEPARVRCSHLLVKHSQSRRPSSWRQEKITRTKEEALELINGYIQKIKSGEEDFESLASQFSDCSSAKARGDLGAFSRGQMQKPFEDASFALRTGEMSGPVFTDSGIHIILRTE
D2 ag: agonists of human D2 dopamine receptor. AID 485358. HEK293 T-REx D2 cells, calcium flux agonist mode. P14416. activation, % at 2 µM. 340,000 compounds, 0.53% hits;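 active = activation over 3 SD above normal in the single-dose calcium agonist read, cut at about 30% in these data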; note: 0% is about no effect
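Calcium-flux readout, 1 cycle/sec over 180 s following compound pin transfer, in inducible HEK293 Trex D2 cells (force-coupled); dopamine controls included. Positive calcium responses during this window marked compounds as potential agonists.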
USP1-UAF1 inh: blocks the human USP1/UAF1 deubiquitinase complex; recombinant USP1/UAF1, Ub-Rhodamine cleavage fluorescence; 390,000 compounds, 0.23% hits; Potency, µM (series often up to 57.1 µM), inactives show at the highest dose activity change, negative = inhibition, most hits filed as inhibitors; AID 743255; O94782; note: potency is the fitted concentration of half-maximal effect; % is set by controls: 0 for no effect and ±100 for the full control effect; nearly all actives have a fitted effect of over 60% in size; inactives centre near -12
Target sequence (O94782 whole entry, looked up): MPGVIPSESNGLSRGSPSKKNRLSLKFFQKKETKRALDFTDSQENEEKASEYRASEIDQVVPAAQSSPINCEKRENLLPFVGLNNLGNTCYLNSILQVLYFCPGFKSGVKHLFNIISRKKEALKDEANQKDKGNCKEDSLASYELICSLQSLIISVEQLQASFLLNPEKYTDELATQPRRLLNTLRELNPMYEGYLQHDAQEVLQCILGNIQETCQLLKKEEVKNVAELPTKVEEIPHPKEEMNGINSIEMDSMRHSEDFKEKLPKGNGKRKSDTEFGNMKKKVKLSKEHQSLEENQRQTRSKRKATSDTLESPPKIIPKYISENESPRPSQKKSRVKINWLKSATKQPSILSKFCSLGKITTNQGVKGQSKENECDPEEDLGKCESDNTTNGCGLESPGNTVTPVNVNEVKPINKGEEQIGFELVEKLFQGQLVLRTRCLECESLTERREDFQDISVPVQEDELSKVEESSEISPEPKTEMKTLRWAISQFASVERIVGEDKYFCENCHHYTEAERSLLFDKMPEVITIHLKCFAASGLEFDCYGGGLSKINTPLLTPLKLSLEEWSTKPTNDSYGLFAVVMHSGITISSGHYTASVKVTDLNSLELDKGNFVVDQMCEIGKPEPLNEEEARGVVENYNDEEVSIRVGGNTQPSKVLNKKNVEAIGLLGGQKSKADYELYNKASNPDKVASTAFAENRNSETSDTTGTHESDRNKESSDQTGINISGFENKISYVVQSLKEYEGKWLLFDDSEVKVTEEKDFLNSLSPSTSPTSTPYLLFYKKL
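1 nM enzyme complex + cpd, 15 min RT; start with Ub-Rho 150nM final; kinetic fluorescence ex 480/em 540, 6 reads q60 s. Buffer 50mM HEPES pH 7.8, 0.5mM EDTA, 0.1 mg/ml BSA, 1mM TCEP, 0.01% Tween-20.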
TRHR agonist: activates the human TRH receptor. P34981. TRHR cells, calcium flux fluo-8, FDSS agonist mode. activation, % at 2 µM. 360,000 compounds, 0.18% hits; in the data active = activation above about 30%; note: 0% is about no effect
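Fluo-8-loaded TRHR cells; 10 s baseline, compound added, kinetic Ca2+ fluorescence read 1/s, agonist mode.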
TrxR1 substrate: substrates of rat thioredoxin reductase 1 | purified TrxR1 substrate turnover, NADPH consumption readout | 390,000 compounds, 0.01% hits | Potency, µM (top dose mostly 114 µM), for inactives: at the top dose activity change, negative = substrate turnover; note: potency is the fitted concentration of half-maximal effect; % is set by controls: 0 for no effect and ±100 for the full control effect; nearly all actives have a fitted effect of over 50% in size
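Rat TrxR1, dispensed at 90 nM, was prereduced with 400 uM NADPH (final) for 5 min at ~22 deg C, then incubated with compound 15 min before 400 uM selenite. A first-read NADPH fluorescence drop versus no-compound background flagged substrates.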
TRHR PAM: TRH receptor (human) allosteric enhancement. TRHR cells, fluo-8 calcium fluorescence, EC20 TRH enhancement. enhancement, % at 2 µM. 360,000 compounds, 0.66% hits; in the data active = enhancement above about 30%; note: 0% is about no effect
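Enhancer read-out: after compound pinning and an initial kinetic agonist-mode read, an EC20 of TRH (10 nM final) was injected and fluo-8 calcium signal (Ex 480/Em 530) followed at 1 s/cycle for 100 cycles in TRHR-expressing cells.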
IDH1 R132H inh: blocks human mutant IDH1 R132H enzyme. O75874. IDH1-R132H enzyme, NADPH consumption, diaphorase/resazurin fluorescence. Potency, µM (top dose mostly 76.6 µM), without a hit: at the top dose activity change, negative = inhibition, usual class: inhibitors. 390,000 compounds, 0.093% hits; note: potency is the fitted concentration of half-maximal effect; % is set by controls: 0 for no effect and ±100 for the full control effect; nearly all actives have a fitted effect of over 65% in size
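IDH1-R132H (0.5 ug/mL) preincubated 30 min with compound, then NADPH (0.016 mM) and alpha-KG (2 mM) added; 80 min at RT, pH 7.5. Remaining NADPH coupled via diaphorase/resazurin to fluorescence (540/590 nm); concentration-response curves normalized to no-enzyme control.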
TrxR1 inh: inhibitors of rat thioredoxin reductase 1 | recombinant rTrxR1, NADPH fluorescence consumption, selenite substrate | 390,000 compounds, 1% hits | Potency, µM (doses to about 114 µM), for inactives: at the highest dose activity change, negative = inhibition, most hits filed as inhibitors | O89049 | AID 588453; note: potency is the fitted concentration of half-maximal effect; % is set by controls: 0 for no effect and ±100 for the full control effect; nearly all actives have a fitted effect of over 65% in size
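Rat TrxR1 (90 nM in the dispensed reagent) was pre-reduced with 400 uM NADPH for 5 min at room temperature, then incubated with compound for 15 min. After 400 uM selenite was added, NADPH fluorescence (Ex 340/Em 450 nm) was followed for 8 min.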
The depositor's hits bear a star; ? = inconclusive; . = no result given; & = joins results of further samples; [ ] = another dose, or the depositor's remark. Unless noted, calls come from the whole dose curve; as a rule, active = well fitted inhibition curve with a large enough effect; inconclusive = small, poorly fitted or top-dose-only effect; inactive = no such curve, though single readings can be large or run the other way.

structure,USP1-UAF1 inh,Pin1 inh,D2 antag,TRHR agonist,IDH1 R132H inh,D2 ag,TrxR1 inh,TrxR1 substrate,TRHR PAM
N#Cc1cnc(Nc2nc3ccccc3o2)nc1-c1ccccc1,2%,4%,-11,0.2,-1%,0.6,-9%,-10%,-1
COc1ccccc1-n1cnnc1SCC(=O)NC1CCCCC1,-19%,-2%,0,0.0,3%,-0.4,8%,5%,3
COc1cccc(C2(O)CCN(C(=O)C3CCC3)CC2)c1,-14%,-4%,11,-0.1,5%,-0.4,17%,5%,0
Cc1cccc(N2CCN(Cc3oc(CO)cc(=O)c3O)CC2)c1C,-18%,1%,-13,-0.3,1%,3.8,-9%,-4%,-5
COc1ccc(OC)c(/C=C/C(=O)NC2=NCCS2)c1,-22%,4%,-1,-0.9,1%,-1.2,-7%[57.1 µM],19%[57.1 µM],7
Cc1ccc(-n2c(SCC(=O)N3CCC(C)CC3)nc3c([nH]c4ccccc43)c2=O)cc1,1%,-2%,.,0.3,7%,-1.7,21%[57.1 µM],4%[57.1 µM],2
CCC(C(=O)N1CCC(N2CCCCC2)CC1)n1nc(C)c2sc3ccccc3c2c1=O (configuration not stated),-6%,2%,6,-0.6,-7%,-0.3,12%,-5%,-2
CC1CC(=O)Nc2ccccc2N1C(=O)COc1ccc2cc(Br)ccc2c1 (configuration not stated),-3%,4%,-6,-0.1,2%,-0.2,-16%,-12%,3
CCOc1cccc(N2C(=O)CC(N3CCN(c4nc5ccccc5s4)CC3)C2=O)c1 (configuration not stated),-18%,-3%,6,-0.1,-8%,0.6,-12%[57.1 µM],-8%[57.1 µM],-2
CCCNC(=O)C1CC(=O)N(c2ccc(OCC(=O)Nc3cccc(C)c3C)cc2)C1 (configuration not stated),-6%,0%,-26,0.6,0%,1.1,25%[57.1 µM],12%[57.1 µM],-4
COc1ccc(-c2cc(C(=O)NCCc3ccccc3)c3c(-c4ccccc4)[nH]nc3n2)cc1,-26%,0%,.,0.3,0%,0.2,25%[57.1 µM],6%[57.1 µM],-1
CN(/N=C/c1ccc2c(c1)OCO2)c1ccccc1,-7%,-1%,-9,-0.1,-2%,-1.2,8%,0%[57.1 µM],-4
COc1c(Cl)cc(Br)c(OC)c1C(=O)NC(=O)Nc1nc(C)cc(C)n1,-15%,4%,11,-1.9,25%,1.3,12%[57.1 µM],-1%[57.1 µM],4
CCOC(=O)c1c(C)n(C)c2cc(-c3cccc(C(F)(F)F)c3)c(O)cc12,-3%,-6%,4,0.1,1%,1.2,31%,1%,-6
CN1CCN(C(=O)C2CCCN(c3ncnc4c3nc3n4CCCCC3)C2)CC1 (configuration not stated),-18%,-6%,4,0.3,-3%,0.9,16%,1%,-1
Cc1ccc(C(=O)CSc2nnc(-c3ccncc3)n2C)cc1,-2%,-6%,-2,-0.2,4%,0.5,17%[57.1 µM],6%[57.1 µM],0
O=C(O)c1cc(-c2cccnc2)nc2ccccc12,-15%,0%,-15,0.7,11%,0.5,29%[57.1 µM],7%[57.1 µM],0
COc1ccc(NC(=O)CSc2ccccn2)c([N+](=O)[O-])c1,-2%,-1%,31*,-0.2,2%,-0.3,13%[11.4 µM],8%[11.4 µM],-3
CN(CC1CCCCO1)C(=O)c1cc(COc2ccc(F)cc2Cl)on1 (configuration not stated),-18%,-6%,-7,-0.1,3%,-0.7,-9%,-4%,13
CC(OC(=O)CCCN1C(=O)c2ccccc2C1=O)C(=O)Nc1ncc(Cl)cc1Cl (configuration not stated),-16%,-8%,-10,-0.2,3%,0.1,-8%,-3%,5
Cc1cc(C)cc(C(=O)N(Cc2ccco2)c2c(N)n(Cc3ccccc3)c(=O)[nH]c2=O)c1,-4%,0%,-24,0.1,-5%,-0.2,1%,-2%,1
Cn1c(=O)c2sccc2n(CC(=O)NCCC2=CCCCC2)c1=O,-8%,-9%,-10,0.2,2%,0.3,21%,5%,10
Nc1c(C(=O)Nc2nc3ccccc3s2)sc2nc(-c3cccs3)ccc12,-23%,?,.,-1.5,-7%,.,11%,0%,2
CN(C)S(=O)(=O)c1ccc(NC=O)cc1,-26%,-3%,0,1.0,7%,1.1,15%[57.1 µM],-9%[57.1 µM],-4
O=C(CSc1nc(-c2ccccc2)cc(C(F)(F)F)n1)N1CCOCC1,-11%,8%,-5,-0.2,2%,0.1,-16%,4%[57.1 µM],5
N/C(CN1CCCC1=O)=N\OC(=O)c1ccc(Cl)c(Cl)c1,-2%,2%,-3,-0.3,4%,0.3,6%,-5%,1
COC(=O)C1CSC(C(=O)OC)N1C(=O)Nc1ccc(Cl)c(Cl)c1 (configuration not stated),-5%,1%,-14,-0.1,2%,-0.7,10%[57.1 µM],1%[57.1 µM],-3
Cc1ccc(CCNC(=O)C2CCN(S(=O)(=O)c3ccc4nc5c(c(C(=O)O)c4c3)CCCC5)CC2)cc1,-21%,-4%,18,0.4,0%,-0.5,10%,8%,4
Cc1ccc(C)c(NC(=O)c2ccc3c(=O)n4c(nc3c2)CCC4)c1,-17%,4%,-2,-0.5,-4%,-0.4,25%,5%,8
COc1cccc(CNC(=O)C(C(=O)NCc2cccc(OC)c2)c2ncc(C(F)(F)F)cc2Cl)c1,-3%,1%,-18,-0.4,-9%,-0.3,15%,1%,-2
CCOc1ccc(NC(=O)CN(C)c2nnnn2-c2ccccc2)cc1OCC,-7%,0%,35*,0.1,2%,0.8,3%,1%,-4
CCOC(=O)C1CCN(C(=O)c2nn(-c3ccc(C)cc3)c(=O)n(C)c2=O)CC1,-12%,0%,.,-0.6,-7%,-1.3,23%[57.1 µM],2%[57.1 µM],-8
O=C(O)c1cc(-c2ccc(-c3c(-c4ccc5c(c4)OCO5)noc3-c3ccsc3)cc2)nc2ccccc12,?,.,0,-0.2,45µM*,-0.5,10%[57.1 µM],-8%&2%,6
CC(C)(C)C(=O)NC(=S)Nc1ccccc1N1CCCC1,?,2%,15,-0.7,-4%,-1.2,8%,-2%,21

In the list so far, these contain four or more nitrogen atoms:
structure,USP1-UAF1 inh,Pin1 inh,D2 antag,TRHR agonist,IDH1 R132H inh,D2 ag,TrxR1 inh,TrxR1 substrate,TRHR PAM
N#Cc1cnc(Nc2nc3ccccc3o2)nc1-c1ccccc1,2%,4%,-11,0.2,-1%,0.6,-9%,-10%,-1
COc1ccccc1-n1cnnc1SCC(=O)NC1CCCCC1,-19%,-2%,0,0.0,3%,-0.4,8%,5%,3
Cc1ccc(-n2c(SCC(=O)N3CCC(C)CC3)nc3c([nH]c4ccccc43)c2=O)cc1,1%,-2%,.,0.3,7%,-1.7,21%[57.1 µM],4%[57.1 µM],2
CCC(C(=O)N1CCC(N2CCCCC2)CC1)n1nc(C)c2sc3ccccc3c2c1=O (configuration not stated),-6%,2%,6,-0.6,-7%,-0.3,12%,-5%,-2
CCOc1cccc(N2C(=O)CC(N3CCN(c4nc5ccccc5s4)CC3)C2=O)c1 (configuration not stated),-18%,-3%,6,-0.1,-8%,0.6,-12%[57.1 µM],-8%[57.1 µM],-2
COc1ccc(-c2cc(C(=O)NCCc3ccccc3)c3c(-c4ccccc4)[nH]nc3n2)cc1,-26%,0%,.,0.3,0%,0.2,25%[57.1 µM],6%[57.1 µM],-1
COc1c(Cl)cc(Br)c(OC)c1C(=O)NC(=O)Nc1nc(C)cc(C)n1,-15%,4%,11,-1.9,25%,1.3,12%[57.1 µM],-1%[57.1 µM],4
CN1CCN(C(=O)C2CCCN(c3ncnc4c3nc3n4CCCCC3)C2)CC1 (configuration not stated),-18%,-6%,4,0.3,-3%,0.9,16%,1%,-1
Cc1ccc(C(=O)CSc2nnc(-c3ccncc3)n2C)cc1,-2%,-6%,-2,-0.2,4%,0.5,17%[57.1 µM],6%[57.1 µM],0
Cc1cc(C)cc(C(=O)N(Cc2ccco2)c2c(N)n(Cc3ccccc3)c(=O)[nH]c2=O)c1,-4%,0%,-24,0.1,-5%,-0.2,1%,-2%,1
Nc1c(C(=O)Nc2nc3ccccc3s2)sc2nc(-c3cccs3)ccc12,-23%,?,.,-1.5,-7%,.,11%,0%,2
CCOc1ccc(NC(=O)CN(C)c2nnnn2-c2ccccc2)cc1OCC,-7%,0%,35*,0.1,2%,0.8,3%,1%,-4
CCOC(=O)C1CCN(C(=O)c2nn(-c3ccc(C)cc3)c(=O)n(C)c2=O)CC1,-12%,0%,.,-0.6,-7%,-1.3,23%[57.1 µM],2%[57.1 µM],-8

Not all compounds are listed, so the mix of outcomes need not match the whole.
